# HCV NS3 hel inh – blocks Hepatitis C virus NS3 helicase unwinding. inhibition, % at 10.9 µM. 290,000 compounds, 0.56% hits. AID 1800. NS3 helicase DNA unwinding, Cy5 molecular beacon fluorescence;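 active means inhibition above the mean of all tested compounds plus 3 SD, set per campaign, cut at about 35% in these data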;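 further: 0% = DMSO wells and 100% = thioflavine S control wells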
#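 assay system = NS3 helicase fragment of HCV | buffer or medium = MOPS pH 6.5, MgCl2, DTT, Tween20, BSA | timing = 60 min unwinding reaction at 25 °C after ATP addition | signal = Cy5 beacon fluorescence read at start and 1 h | read-out basis = % inhibition of unwinding | control set = low DMSO, high thioflavine S at 110 µM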
# VIM-2 inhibitor – inhibitors of Pseudomonas aeruginosa VIM-2 metallo-beta-lactamase; purified VIM-2, nitrocefin hydrolysis, epi-absorbance fluorescence; inhibition, % at 5.6 µM; 290,000 compounds, 0.89% hits; AID 1527;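 active means inhibition above the mean of all tested compounds plus 3 SD, cutoff set per screening run, cut at about 7.5% in these data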;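 further: red hydrolysis product quenches plate fluorescence so inhibitors raise well fluorescence; 0% = enzyme with DMSO and 100% = DMSO without enzyme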
# V1aR counter – activates human V1a receptor in oxytocin agonist counter-screen | P37288 | CHO-V1R cells, Fluo-8 calcium fluorescence, agonist mode; 0% DMSO, 100% 3 nM vasopressin | activation, % at 3 µM | 320,000 compounds, 0.25% hits;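 active means activation above the mean activation of all tested compounds plus 3 SD, per screening run, cut at about 20% in these data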;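 further: signal is peak over basal fluorescence ratio across a 100 second FLIPR read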
# Target sequence (P37288 whole entry, looked up): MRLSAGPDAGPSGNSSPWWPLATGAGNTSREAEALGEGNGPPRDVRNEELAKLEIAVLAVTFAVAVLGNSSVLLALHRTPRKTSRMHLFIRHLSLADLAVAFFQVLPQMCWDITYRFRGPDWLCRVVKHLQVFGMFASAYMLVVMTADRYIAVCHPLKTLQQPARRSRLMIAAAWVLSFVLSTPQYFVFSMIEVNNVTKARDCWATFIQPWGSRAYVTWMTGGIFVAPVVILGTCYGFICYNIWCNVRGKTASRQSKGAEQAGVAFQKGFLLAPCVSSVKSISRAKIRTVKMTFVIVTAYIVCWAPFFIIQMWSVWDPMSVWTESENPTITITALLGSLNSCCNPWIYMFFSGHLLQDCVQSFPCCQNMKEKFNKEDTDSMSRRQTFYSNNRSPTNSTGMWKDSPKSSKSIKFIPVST
# FID counter – displaces DNA intercalator in HCV helicase counter-screen. DNA fluorescent intercalator displacement, fluorescence. inhibition, % at 7.9 µM. 290,000 compounds, 0.17% hits. AID 1845; in the data active means inhibition above about 37%;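 further: 0% = vehicle and 100% = reference compound; higher means more ethidium bromide displaced from hairpin DNA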
# GalR3 antagonist – antagonists of human GalR3; O60755; HEK293 GalR3-CNG cAMP membrane potential fluorescence; galR3 body fused to GalR1 C-terminus; inhibition, % at 3 µM; 360,000 compounds, 0.44% hits;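 active means inhibition above the screen-wide average plus 3 SD, cut at about 13% in these data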;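 further: forskolin and galanin both at EC90 stimulate the cells; cAMP rise reported by CNG channel membrane potential dye signal; 0% = forskolin plus galanin with DMSO and 100% = forskolin alone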
# GPR7 antagonist – antagonists of human GPR7 (neuropeptides B/W receptor 1); P48145; 290,000 compounds, 1.1% hits; inhibition, % at 4.4 µM; AID 1861; GPR7-expressing cells, fluorescence antagonist assay; in the data active means inhibition above about 16%, passing the limit was not always enough;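 further: cells stimulated with the agonist NPW; 0% = agonist with vehicle and 100% = vehicle without agonist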
# PHOSPHO1 inh – inhibitors of human PHOSPHO1 phosphatase; recombinant PHOSPHO1, absorbance phosphatase assay; AID 1565; Q8TCT1; inhibition, % at 13.3 µM; 290,000 compounds, 1.1% hits; in the data active means inhibition above about 60%
# Target sequence (Q8TCT1 whole entry, looked up): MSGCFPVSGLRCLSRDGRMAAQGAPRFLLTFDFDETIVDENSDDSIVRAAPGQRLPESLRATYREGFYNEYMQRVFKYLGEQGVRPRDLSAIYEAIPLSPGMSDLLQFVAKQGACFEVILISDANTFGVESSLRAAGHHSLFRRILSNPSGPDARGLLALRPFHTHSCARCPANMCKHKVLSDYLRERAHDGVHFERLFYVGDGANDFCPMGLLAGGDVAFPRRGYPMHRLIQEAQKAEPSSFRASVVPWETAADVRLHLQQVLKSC
# OXTR agonist – agonists of human oxytocin receptor | P30559 | CHO-OTR cells, Fluo-8 calcium fluorescence; normalized: DMSO 0%, oxytocin 100% | activation, % at 3 µM | 320,000 compounds, 0.32% hits | AID 2435;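 active means activation above the mean of all tested compounds plus 3 SD, cutoff set per screening run, cut at about 20% in these data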;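 further: peak over basal fluorescence ratio from a 100 s FLIPR kinetic read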
# Target sequence (P30559 whole entry, looked up): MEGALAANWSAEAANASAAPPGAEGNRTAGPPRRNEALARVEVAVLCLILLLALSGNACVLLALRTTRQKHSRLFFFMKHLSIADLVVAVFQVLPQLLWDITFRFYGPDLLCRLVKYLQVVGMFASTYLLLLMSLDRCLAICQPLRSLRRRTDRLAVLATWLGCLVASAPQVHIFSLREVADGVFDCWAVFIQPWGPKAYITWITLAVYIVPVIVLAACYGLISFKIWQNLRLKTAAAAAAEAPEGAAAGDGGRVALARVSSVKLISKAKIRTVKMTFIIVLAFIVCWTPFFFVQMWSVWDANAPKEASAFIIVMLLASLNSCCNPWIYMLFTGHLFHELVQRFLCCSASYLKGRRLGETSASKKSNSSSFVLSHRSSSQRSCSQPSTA
# IMP-1 inhibitor – inhibitors of Pseudomonas aeruginosa IMP-1 metallo-beta-lactamase; purified IMP-1, nitrocefin hydrolysis, epi-absorbance fluorescence; inhibition, % at 5.6 µM; 290,000 compounds, 0.45% hits;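 active means inhibition above the mean plus 3 SD of all compounds in the same screening run, cut at about 4.5% in these data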;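 further: 0% = IMP-1 with DMSO and 100% = DMSO wells lacking enzyme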
#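 Test system: recombinant IMP-1 enzyme, purified / Medium: HEPES buffer pH 7.1 with ZnSO4 and Brij 35 / Doses: single dose, 5.6 µM / Times: 25 °C, 15 min preincubation, 25 min reaction / Detection: Epi-absorbance via hydrolysed-nitrocefin quenching of white-plate fluorescence, 480/530 nm, EDTA stop / Evaluation: percent inhibition from optical density relative to buffer-blank wells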
# * hit, by the source's call; · = no result given.
mol,IMP-1 inhibitor,V1aR counter,GPR7 antagonist,PHOSPHO1 inh,VIM-2 inhibitor,OXTR agonist,GalR3 antagonist,HCV NS3 hel inh,FID counter
CC1CCN(C(=O)Cn2cc(C#N)c3ccccc32)CC1,-2.6,0.3,1,0,-0.8,0.3,7,12,-7
CCCOC(=O)c1ccc(S(N)(=O)=O)o1,-2.1,-0.6,-9,-12,-0.9,0.7,0,0,-1
O=C1CC(c2ccccc2)Cc2nc(NC3CC3)ncc21 (stereo unspecified),-1.6,-0.4,1,26,-0.6,1.2,-5,3,-2
Cc1ccc(CCNC(=O)C2CCN(S(=O)(=O)c3ccc4c(c3)NC(=O)CO4)CC2)cc1,-4.6,2.4,-10,10,-2.5,1.1,-6,5,-52
CC(C)CNC(=O)C(=O)NCc1ccccn1,-0.2,-0.2,-12,0,-3.1,0.7,-1,4,-2
CC(=O)Nc1ccc(S(=O)(=O)NCCC(=O)OCC(=O)c2ccc(F)c(F)c2)cc1,-2.3,2.3,-1,24,-1.5,0.8,-2,3,-6
CCOc1ccc(C(=O)NCc2cccnc2)cc1[N+](=O)[O-],-1.6,0.7,-10,51,-2.2,0.7,-1,3,-1
COc1cc2c(cc1OC)C(c1cccs1)N(C(=O)c1ccncc1)CC2 (stereo unspecified),-0.3,-0.1,9,4,-1.2,-1.4,-9,0,-32
CCCCc1nc(Cl)c(C#N)c2c1CSC(C)(C)C2,-3.5,-1.6,-6,3,-4.9,-1.2,-3,2,-3
Clc1ccc(-c2cc(C3CCNCC3)[nH]n2)c(Cl)c1,0.0,3.3,28*,36,-0.8,3.7,-7,-17,11
Cc1oc2c(c1C(=O)NCCO)CCCC2,-5.0,0.1,0,19,-2.9,0.5,0,-3,-1
O=C(Cc1ccccc1)NNC1CC(=O)N(c2ccccc2)C1=O (stereo unspecified),-2.6,0.5,-5,14,-3.7,0.7,3,8,-3
N#C/C(=C\c1cccc2ccccc12)c1nn(-c2ccccc2)c(N)c1C#N,-2.7,0.2,6,·,-10,0.8,·,2,2
COc1cc(OC)cc(C(=O)NC(=S)N2CCCCC2c2cccnc2)c1 (stereo unspecified),-1.5,-1.1,-2,8,-0.3,-1.2,-1,-8,-20
O=c1[nH]c(/C=C\c2cccc(F)c2)nc(O)c1[N+](=O)[O-],-4.1,1.2,1,20,-0.1,1.3,-6,32,0
CC(=O)Nc1ccc(NC(=O)Cn2cnc3c(cnn3C(C)(C)C)c2=O)cc1,-3.6,0.4,-11,-7,-0.4,0.6,-1,11,-7
COc1ccc(N(C)S(=O)(=O)c2cccc(C(=O)Nc3cc(OC)ccc3OC)c2)cc1,1.0,0.3,1,2,-0.4,-0.8,3,-5,-22
Cc1cc(C)c(C(=O)O)c(Cl)n1,-0.9,1.6,-3,42,1.0,0.5,-3,-9,5
Cc1oc(-c2ccccc2F)nc1CSCC(=O)NC1CCC(C)CC1 (stereo unspecified),0.4,6.4,-4,29,-2.0,0.5,-5,-5,-47
COc1cccc(OCc2cc(/C=N/n3cncn3)ccc2OC)c1,-3.4,1.3,2,-4,3.2,-2.3,-2,-9,-14
COc1cc(NS(C)(=O)=O)cc(OC)c1OC,-2.0,2.4,-1,-26,-2.1,-0.6,-6,1,0
C/C(=N\NC(=O)CCc1c(C)n[nH]c1C)c1ccc([N+](=O)[O-])cc1,-1.3,-1.2,1,37,-2.2,-1.5,-2,1,-10
COC(=O)c1ccc(NC(=O)C(C)N2C(=O)c3ccccc3C2=O)cc1 (stereo unspecified),-1.7,-1.1,-3,7,-3.9,-3.5,0,-4,-2
C=CCN1C(=O)CSc2ccc(C(=O)NC(C)c3ccccc3)cc21 (stereo unspecified),-2.5,1.2,-6,24,-6.5,-0.8,-2,7,-20
CCN1CCN(CCCNC(=O)CN2C(=O)c3cccnc3Oc3ccc(Cl)cc32)CC1,-0.8,-0.2,-25,29,0.3,0.0,-7,1,6
O=C(Oc1ccc(=O)n(-c2ccccc2)n1)c1cccc(Cl)c1,-2.2,0.9,2,37,-2.5,0.4,-5,8,3
O=C(NCC1CCCO1)C1CCCN(S(=O)(=O)c2ccc(F)cc2)C1 (stereo unspecified),-1.7,0.5,6,32,-2.0,0.9,1,3,-6
C=CCN(c1ccccc1OC)S(=O)(=O)c1ccc(Cl)c(C(=O)Nc2ccc(N3CCOCC3)cc2)c1,-1.1,-0.2,10,-14,-0.1,-2.1,-6,-5,-5
CCC(C)[C@H](NC(=O)C1CC(=O)N(c2ccc(OC)cc2)C1)C(=O)N1CCCCC1 (stereo partly specified),-2.8,-0.4,-17,14,-7.7,-0.8,3,4,-31
Cc1cc(NC(=O)CSc2nnc(NCc3ccccc3)s2)no1,-1.3,-1.2,6,5,-0.4,-1.0,-4,-11,-7
Cc1cccc2cc(CN(CC3CCCO3)S(=O)(=O)c3ccccc3)c(=O)[nH]c12 (stereo unspecified),-1.5,4.4,-7,45,-2.4,1.5,-7,-15,-46
O=C(NCc1ccc(F)cc1)C1CCCN1C(=O)Nc1ccc(Cl)cc1 (stereo unspecified),-2.3,0.8,0,33,0.2,0.0,-8,7,-4
O=C(C[n+]1cccc(/C=N/O)c1)N(Cc1ccccc1)Cc1ccccc1,-3.0,0.4,-22,-11,-2.8,0.0,-5,-2,8
CCOc1ccc2nc(-c3ccccc3)nc(SCC(=O)Nc3ncc(C)s3)c2c1,-1.6,0.6,-12,-3,-1.9,0.9,-5,5,-1
NS(=O)(=O)c1ccc(CCNC(=O)c2ccc3ccccc3n2)cc1,-2.4,1.3,-4,9,-3.6,0.8,-6,8,-11
CCN(CC)C(=O)CN(C#N)c1nc(C)cc(C)n1,-3.1,-0.9,-4,-9,-2.7,-0.5,-6,-3,2
CCOc1cc(/C=C(/C#N)c2nc3ccccc3[nH]2)ccc1OCc1ccc(C(=O)O)o1,-2.0,0.0,-1,14,-1.7,-0.8,-1,21,-27
N#Cc1ccc(CSc2nnc(NC(=O)C3CCCO3)s2)cc1 (stereo unspecified),-1.6,2.4,-5,7,1.5,2.0,-2,1,-9
Cc1cccc(NC(=O)CN2C(=O)S/C(=C\c3cc(C)n(C)c3C)C2=O)c1,3.9,0.1,-2,-2,-1.3,0.3,-1,15,-11
CCc1ccc2c(c1)cc(C)c1nnc(SCC(=O)Nc3cc(OC)c(OC)cc3C(=O)O)n12,-0.5,-0.1,-12,31,-0.3,-0.6,-2,7,-39
COc1ccc(OC)c(NC(=O)c2nnn(CC(=O)Nc3ccc4c(c3)OCO4)c2N)c1,0.5,-0.6,-6,58,-0.6,-1.6,·,6,4
CC(C)S(=O)(=O)c1cnc(-c2ccccn2)nc1N,-4.8,1.1,-20,2,-1.9,16,-3,-1,-4
CC(C(=O)Nc1ccc(Cl)cc1)N1C(=O)NC2(CCCC2)C1=O (stereo unspecified),-1.6,-1.5,-10,43,-4.0,-2.0,-11,0,-2
CCSc1nnc(Cc2cc(=O)[nH]c(=O)[nH]2)n1-c1cc(C)ccc1C,-2.3,0.0,-10,2,1.0,0.4,-5,-3,-3
CCCCc1c(O)nc(N2CCN(Cc3ccccc3)CC2)[nH]c1=O,-1.4,-0.2,-16,11,-0.4,-0.1,-4,-2,-2
CCN1C(=O)/C(=C\c2cn(CCC#N)nc2-c2ccc(F)cc2)SC1=S,-2.8,0.5,-6,1,-1.4,-0.4,8,6,3
N#Cc1cc(Oc2cccnc2)c(Oc2cccnc2)cc1C#N,1.4,0.8,0,-4,0.4,2.6,-3,3,-1
Cc1ccc(S(=O)(=O)Nc2ccc(N3CCN(C)CC3)nc2)cc1,-1.3,1.3,-4,37,-0.4,1.2,-7,0,3
C=C(C)COc1ccc2c(C)c(CC(=O)N3C[C@H]4C[C@@H](C3)c3cccc(=O)n3C4)c(=O)oc2c1C,-3.9,-0.6,-5,29,-3.5,-0.1,2,3,-49
CN(C)/C=C(\C#N)S(=O)(=O)c1ccc(Cl)cc1,-4.1,1.9,-14,12,-0.2,0.4,-5,-5,-2
Cc1cc(C)n(-c2nc(-c3ccccc3)cs2)n1,-2.3,-0.3,4,3,-0.6,-1.7,-2,1,1
Cc1ccc(N(Cc2cc3ccccc3[nH]c2=O)C(=O)c2cccs2)cc1,-1.6,-0.8,-7,-3,-1.5,-2.1,-1,6,-8
COc1ccc(-c2cccc(C(=O)Nc3cccc(C(=O)O)c3)c2)cc1,0.7,1.1,-4,-14,-0.4,-0.3,8,15,-12
Cc1ccc(C)c(OCC(=O)N/N=C\c2cccn2C)c1,-2.4,4.6,4,18,-2.6,2.3,-7,1,-13
CCOc1ncccc1C(=O)OCC(=O)NCCc1ccc(OC)cc1,-2.2,0.0,-1,-11,-2.6,-0.2,0,-5,-14
COc1ccc(S(=O)(=O)NCc2ccc3c(c2)OCO3)cc1OC,-0.9,0.6,8,28,-1.8,0.9,-9,-7,-3
CC(C)NC(=O)c1cccc(C(F)(F)F)c1,-2.0,0.5,-19,18,-0.4,1.1,-5,6,3
Cc1ccc(C(C)(C)C)c(OCCCCN2CCCC2)c1,-2.4,-0.3,-8,-13,0.2,0.4,-13,-54,9
COC(=O)c1cc(=O)n2c(-c3ccc(OC)cc3)csc2n1,0.1,-0.3,-1,20,-3.7,0.1,-2,1,0
CS(=O)(=O)N1CCC(C(=O)Nc2ccccc2)CC1,-0.4,9.6,1,-4,-0.6,0.7,-3,1,-1

# Quoted from the entries so far for reference:
mol,IMP-1 inhibitor,V1aR counter,GPR7 antagonist,PHOSPHO1 inh,VIM-2 inhibitor,OXTR agonist,GalR3 antagonist,HCV NS3 hel inh,FID counter
CCN1C(=O)/C(=C\c2cn(CCC#N)nc2-c2ccc(F)cc2)SC1=S,-2.8,0.5,-6,1,-1.4,-0.4,8,6,3
N#Cc1cc(Oc2cccnc2)c(Oc2cccnc2)cc1C#N,1.4,0.8,0,-4,0.4,2.6,-3,3,-1

# (listing goes on)
mol,IMP-1 inhibitor,V1aR counter,GPR7 antagonist,PHOSPHO1 inh,VIM-2 inhibitor,OXTR agonist,GalR3 antagonist,HCV NS3 hel inh,FID counter
Cc1cc(Cl)cc2sc(NC(=O)C3CC3)nc12,0.9,-0.5,19,25,2.1,-1.9,·,33,-11
COc1cc(/C=N/NC(=O)CCOc2ccccc2C)cc(Br)c1O,-1.3,3.1,-7,1,-4.1,4.0,-1,-26,-10
O=C(NCCCN1CCOCC1)c1c(O)c2ccccc2[nH]c1=O,0.4,0.3,-4,10,-0.1,0.2,-6,1,10
COc1ccc(CCNC(=O)CSc2nccc(=O)[nH]2)cc1OC,-2.8,0.0,-3,-3,-2.8,-0.3,3,10,8
CC1SCC(=NOCc2c(Cl)cccc2Cl)CS1 (stereo unspecified),-1.6,-0.7,-17,25,-3.1,-2.5,-3,-1,-2
Fc1ccccc1N1CC(c2ccccc2)C(c2cccs2)=N1 (stereo unspecified),-4.6,0.4,-9,4,-2.5,-0.8,-3,-9,-2
